SRC2 inh = inhibits human steroid receptor coactivator 2; Q15596; HEK293 GAL4-SRC2 luciferase reporter, luminescence; inhibition, % at 9 µM; actives 0.17% (n = 370,000); AID 651957;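 active = inhibition above the mean inhibition of all tested compounds plus 3 SD, set per campaign, cut at about 52% in these data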;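 also: 0% = DMSO treated cells and 100% = cells given Gossypol at 36 µM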
LMP1 NFkB inh = Epstein-Barr LMP1 NF-kappaB reporter inhibition | AID 504558 | LMP1-induced NF-kappaB luciferase reporter cells, luminescence | actives 0.69% (n = 350,000) | inhibition, % at 12.5 µM; in the data active = inhibition above about 41%;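 also: 0% = neutral control wells and 100% = reference inhibitor control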
TRAIL sens C8 = caspase-8 TRAIL sensitization; actives 1% (n = 360,000); inhibition (viability loss, TRAIL sensitization), % at 10 µM; NB7+C8 cells + TRAIL, ATPlite viability luminescence;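 active = compounds causing at least 50% loss of cell viability in the single-dose screen, relative to plate controls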
NR5A2 inv ag = suppresses constitutive activity of human LRH-1; O00482; HEK293T StAR-luciferase reporter, LRH-1 transfected, 24 h; inhibition, % at 3.6 µM; actives 0.13% (n = 360,000); AID 602396;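 active = inhibition above the mean inhibition of all tested compounds plus 3 SD, cut at about 73% in these data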;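 also: 0% = DMSO wells and 100% = reporter-only cells lacking LRH-1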
TLR9-MyD88 inh = TLR9-MyD88 interaction inhibition | inhibition, % at 4.98 µM | actives 0.21% (n = 340,000) | Q9NR96+Q99836 | AID 504734 | CHO BLA complementation TLR9-MyD88, CCF4 FRET ratio;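 active = inhibition above the mean over all tested compounds plus 3 SD, cut at about 21% in these data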;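 also: 0% = DMSO only wells and 100% = clavulanate BLA inhibitor control wells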
NOD2-RIPK2 inh = NOD2-RIPK2 protein interaction inhibition. inhibition, % at 4.98 µM. actives 0.38% (n = 360,000). CHO BLA complementation NOD2-RIPK2, CCF4 ratio; in the data active = inhibition above about 21%;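 also: 0% = vehicle only and 100% = reference blocker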
TROY NFkB inh = inhibitors of TROY-dependent NF-kB signaling. inhibition, % at 10 µM. Q293 LMP1-TROYcd NF-kB luciferase reporter, 4 h. actives 0.98% (n = 360,000);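 active = compounds whose plate-normalised and pattern-corrected inhibition of the luciferase reporter signal at the single screening dose is 50% or more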
NCOA3 inh = inhibits human SRC3 coactivator | inhibition, % at 3.6 µM | actives 0.17% (n = 360,000) | HEK293 GAL4-SRC3 luciferase reporter, luminescence | Q9Y6Q9 | AID 588352;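 active = inhibition above a per-campaign cutoff, the mean of all compounds plus 3 SD, cut at about 60% in these data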;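 also: 0% = DMSO-treated cells and 100% = gossypol-treated cells at 36 µM; higher means less SRC3-driven luciferase light from the GAL4 reporter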
NR2F2 inh = inhibitors of human COUP-TFII (NR2F2) | HEK293T NGFI-A luciferase reporter, luminescence | actives 0.7% (n = 370,000) | P24468 | inhibition, % at 8.6 µM;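 active = inhibition above a per-plate cutoff, mean inhibition of test wells between control levels plus 3 SD, cut at about 38% in these data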;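 also: cells cotransfected with COUP-TFII expression vector driving the NGFI-A reporter; 0% = median of COUP-TF2 test wells and 100% = reporter-only cells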
SRC1 inh = human NCOA1 inhibition; HEK293 GAL4-SRC1 luciferase reporter, luminescence; inhibition, % at 3.6 µM; actives 0.12% (n = 360,000);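 active = inhibition above the campaign mean plus 3 SD, with each screening campaign given its own cutoff, cut at about 60% in these data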;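 also: 0% = DMSO treated cells and 100% = gossypol at 36 µM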
TWEAK Fn14 block = TWEAK-Fn14 signaling inhibition | TWEAK-stimulated Fn14 reporter cells, luciferase luminescence, 8 h | inhibition, % at 10 µM | actives 2% (n = 360,000); in the data active = inhibition above about 50%
The depositor's hits bear a star.

How did CCOC(=O)C1=NN(c2ccc(Cl)cc2)C(=O)C1 do in these assays?
SRC2 inh: -24; LMP1 NFkB inh: 4; TRAIL sens C8: 27; NR5A2 inv ag: -84; TLR9-MyD88 inh: 4; NOD2-RIPK2 inh: -2; TROY NFkB inh: -63; NCOA3 inh: -60; NR2F2 inh: -54; SRC1 inh: -52; TWEAK Fn14 block: -15

Results for Cc1cc(-c2nnc(SCc3cccnc3)o2)no1 ?
SRC2 inh: -20; LMP1 NFkB inh: 6; TRAIL sens C8: 3; NR5A2 inv ag: -65; TLR9-MyD88 inh: 1; NOD2-RIPK2 inh: 4; TROY NFkB inh: -9; NCOA3 inh: -12; NR2F2 inh: 24; SRC1 inh: -37; TWEAK Fn14 block: -13

Results for Cc1cc(C)c2c(CC(=O)NC3CCS(=O)(=O)C3)coc2c1 (stereo not drawn) ?
SRC2 inh: 22; LMP1 NFkB inh: 0; TRAIL sens C8: -30; NR5A2 inv ag: -3; TLR9-MyD88 inh: 1; NOD2-RIPK2 inh: 5; TROY NFkB inh: 7; NCOA3 inh: 1; NR2F2 inh: -18; SRC1 inh: -9; TWEAK Fn14 block: -2

How did COc1ccc(/C=C2/SC(=S)N(CCCC(=O)Nc3ccccc3C(=O)O)C2=O)cc1 do in these assays?
SRC2 inh: 66*; LMP1 NFkB inh: 17; TRAIL sens C8: -4; NR5A2 inv ag: 23; TLR9-MyD88 inh: 9; NOD2-RIPK2 inh: -2; TROY NFkB inh: 75*; NCOA3 inh: 35; NR2F2 inh: 52*; SRC1 inh: 36; TWEAK Fn14 block: 92

Results for COc1cccc(C2CC(=O)Nc3n[nH]c(-c4ccccc4)c32)c1OC (stereo not drawn) ?
SRC2 inh: 9; LMP1 NFkB inh: 3; TRAIL sens C8: -4; NR5A2 inv ag: -1; TLR9-MyD88 inh: 1; NOD2-RIPK2 inh: -6; TROY NFkB inh: -7; NCOA3 inh: -23; NR2F2 inh: -2; SRC1 inh: -11; TWEAK Fn14 block: 0

What do the screens show for `O=C(CN1C(=O)C2CC=CCC2C1=O)Nc1ccc(S(=O)(=O)Nc2ncccn2)cc1` (stereo not drawn)?
SRC2 inh: 13; LMP1 NFkB inh: 0; TRAIL sens C8: -21; NR5A2 inv ag: 3; TLR9-MyD88 inh: -4; NOD2-RIPK2 inh: -7; TROY NFkB inh: -10; NCOA3 inh: -17; NR2F2 inh: -15; SRC1 inh: -1; TWEAK Fn14 block: -4

Results for CC(=O)Nc1ccc(Nc2cc(C)nc3c(-c4ccccc4)cnn23)cc1 ?
SRC2 inh: 37; LMP1 NFkB inh: 12; TRAIL sens C8: 17; NR5A2 inv ag: 16; TLR9-MyD88 inh: 18; NOD2-RIPK2 inh: -4; TROY NFkB inh: 15; NCOA3 inh: 28; NR2F2 inh: 42*; SRC1 inh: 24; TWEAK Fn14 block: 68*

What do the screens show for `O=C(Cc1ccccc1F)NCC(c1ccco1)N1CCCCC1` (stereo not drawn)?
SRC2 inh: -3; LMP1 NFkB inh: -2; TRAIL sens C8: 1; NR5A2 inv ag: 7; TLR9-MyD88 inh: -1; NOD2-RIPK2 inh: 2; TROY NFkB inh: 4; NCOA3 inh: 2; NR2F2 inh: 14; SRC1 inh: 2; TWEAK Fn14 block: -2

Results for O=c1cc(-c2ccccc2)[nH]n1-c1ccc([N+](=O)[O-])cc1 ?
LMP1 NFkB inh: -17; TRAIL sens C8: 3; NR5A2 inv ag: -19; TLR9-MyD88 inh: -1; NOD2-RIPK2 inh: -2; TROY NFkB inh: 35; NCOA3 inh: -52; SRC1 inh: -29; TWEAK Fn14 block: 1

Results for COc1ccc(-n2ncc(C(C)NS(=O)(=O)c3cc(F)ccc3C)c2C)cc1 (stereo not drawn) ?
SRC2 inh: -31; LMP1 NFkB inh: -3; TRAIL sens C8: 11; NR5A2 inv ag: 9; TLR9-MyD88 inh: -2; NOD2-RIPK2 inh: 4; TROY NFkB inh: -18; NCOA3 inh: -2; NR2F2 inh: 5; SRC1 inh: -13; TWEAK Fn14 block: -2

What do the screens show for `COCCNc1nc(SCc2ccccc2)nc2sc3c(c12)CCC3`?
SRC2 inh: -24; LMP1 NFkB inh: -6; TRAIL sens C8: 7; NR5A2 inv ag: 18; TLR9-MyD88 inh: -4; NOD2-RIPK2 inh: 11; TROY NFkB inh: -38; NCOA3 inh: -7; NR2F2 inh: 6; SRC1 inh: -13; TWEAK Fn14 block: -2

How did COc1ccc(C(=O)NNC(=O)C(=O)NC2CCCCC2)cc1 do in these assays?
SRC2 inh: -8; LMP1 NFkB inh: 5; TRAIL sens C8: -14; NR5A2 inv ag: -3; TLR9-MyD88 inh: -2; NOD2-RIPK2 inh: 2; TROY NFkB inh: -24; NCOA3 inh: 9; NR2F2 inh: -12; SRC1 inh: 4; TWEAK Fn14 block: 16

How did Cc1ccc(/C=C2\SC(=S)N(c3c(C)n(C)n(-c4ccccc4)c3=O)C2=O)cc1 do in these assays?
SRC2 inh: 3; LMP1 NFkB inh: 3; TRAIL sens C8: -2; NR5A2 inv ag: 47; TLR9-MyD88 inh: -3; NOD2-RIPK2 inh: -7; TROY NFkB inh: -12; NCOA3 inh: -11; NR2F2 inh: -4; SRC1 inh: 8; TWEAK Fn14 block: 20

How did C[C@@H]1CN([C@@H](C)CO)C(=O)c2cc(NS(C)(=O)=O)ccc2O[C@@H]1CN(C)S(=O)(=O)c1ccccc1 do in these assays?
SRC2 inh: 16; LMP1 NFkB inh: -8; TRAIL sens C8: 10; NR5A2 inv ag: -9; TLR9-MyD88 inh: -5; NOD2-RIPK2 inh: 7; TROY NFkB inh: -9; NCOA3 inh: 7; NR2F2 inh: 1; SRC1 inh: 3; TWEAK Fn14 block: 11

Results for CCN(CC)S(=O)(=O)c1ccc(C(=O)NC(C)(C)C)cc1 ?
SRC2 inh: -19; LMP1 NFkB inh: -6; TRAIL sens C8: -12; NR5A2 inv ag: 17; TLR9-MyD88 inh: 11; NOD2-RIPK2 inh: -8; TROY NFkB inh: -12; NCOA3 inh: 14; NR2F2 inh: 12; SRC1 inh: 4; TWEAK Fn14 block: 4

Results for NC(=O)CN1C(=O)NC2(CCOc3ccccc32)C1=O (stereo not drawn) ?
SRC2 inh: -4; LMP1 NFkB inh: -1; TRAIL sens C8: -6; NR5A2 inv ag: 7; TLR9-MyD88 inh: 2; NOD2-RIPK2 inh: -4; TROY NFkB inh: -28; NCOA3 inh: -16; NR2F2 inh: 8; SRC1 inh: -9; TWEAK Fn14 block: 10

How did Cc1ccc(C)c(NC(=O)CN(C)S(=O)(=O)c2cccc3cccnc23)c1 do in these assays?
SRC2 inh: -8; LMP1 NFkB inh: 3; TRAIL sens C8: -8; NR5A2 inv ag: -1; TLR9-MyD88 inh: 0; NOD2-RIPK2 inh: -8; TROY NFkB inh: 2; NCOA3 inh: 1; NR2F2 inh: 0; SRC1 inh: 1; TWEAK Fn14 block: 6

Results for Cc1ccc(NC(=O)CSc2nnc(Cn3cnc4ccccc43)o2)c(C)c1 ?
SRC2 inh: -8; LMP1 NFkB inh: 18; TRAIL sens C8: 5; NR5A2 inv ag: 5; TLR9-MyD88 inh: -1; NOD2-RIPK2 inh: -9; TROY NFkB inh: -4; NCOA3 inh: 0; NR2F2 inh: -16; SRC1 inh: -11; TWEAK Fn14 block: 20

What do the screens show for `CC(C)OCCCNC(=O)Cc1ccc(F)cc1`?
SRC2 inh: 3; LMP1 NFkB inh: 0; TRAIL sens C8: -2; NR5A2 inv ag: 15; TLR9-MyD88 inh: 1; NOD2-RIPK2 inh: -7; TROY NFkB inh: 11; NCOA3 inh: 21; NR2F2 inh: -19; SRC1 inh: 15; TWEAK Fn14 block: 9

What do the screens show for `CCCNC(=O)C1(C)CCN1C(=O)Cc1ccc(-c2ccccc2)cc1` (stereo not drawn)?
SRC2 inh: -8; TRAIL sens C8: 6; NR5A2 inv ag: 10; NOD2-RIPK2 inh: -8; TROY NFkB inh: -10; NCOA3 inh: -11; NR2F2 inh: 28; SRC1 inh: -18; TWEAK Fn14 block: 8

What do the screens show for `CC(C)c1ccc(S(=O)(=O)N2CCN(C(=O)c3cccc(S(=O)(=O)N4CCOCC4)c3)CC2)cc1`?
SRC2 inh: 26; LMP1 NFkB inh: -1; TRAIL sens C8: 5; NR5A2 inv ag: -11; TLR9-MyD88 inh: 3; NOD2-RIPK2 inh: 8; TROY NFkB inh: -8; NCOA3 inh: -13; NR2F2 inh: 13; SRC1 inh: -28; TWEAK Fn14 block: 14

Results for CC(=O)c1c(O)cc(=O)n(-c2ccccc2)c1-c1ccc(C)cc1 ?
SRC2 inh: 11; LMP1 NFkB inh: 5; TRAIL sens C8: -4; NR5A2 inv ag: 5; TLR9-MyD88 inh: 6; NOD2-RIPK2 inh: -4; TROY NFkB inh: 6; NCOA3 inh: 9; NR2F2 inh: 1; SRC1 inh: 6; TWEAK Fn14 block: 4

How did COc1cc(NC(=O)CSCc2ccccc2)c(C(=O)O)cc1OC do in these assays?
SRC2 inh: -12; LMP1 NFkB inh: -6; TRAIL sens C8: -12; NR5A2 inv ag: 6; TLR9-MyD88 inh: 7; NOD2-RIPK2 inh: -9; TROY NFkB inh: 13; NCOA3 inh: 3; NR2F2 inh: -5; SRC1 inh: -13; TWEAK Fn14 block: 20

How did Nc1nc(Nc2ccc(Cl)cc2)nc(NCc2ccco2)c1[N+](=O)[O-] do in these assays?
SRC2 inh: -77; LMP1 NFkB inh: -5; TRAIL sens C8: 8; NR5A2 inv ag: -49; TLR9-MyD88 inh: -2; NOD2-RIPK2 inh: -11; TROY NFkB inh: -53; NCOA3 inh: -49; NR2F2 inh: -48; SRC1 inh: -44; TWEAK Fn14 block: -17

What do the screens show for `O=C(CCCC(=O)OCC(Cl)=C(Cl)Cl)Nc1ccc(F)cc1`?
SRC2 inh: 9; LMP1 NFkB inh: -8; TRAIL sens C8: -10; NR5A2 inv ag: 12; TLR9-MyD88 inh: 5; NOD2-RIPK2 inh: -6; TROY NFkB inh: 16; NCOA3 inh: 9; NR2F2 inh: 7; SRC1 inh: 0; TWEAK Fn14 block: 10

Results for c1ccc(-c2ccc3[nH]ccc3c2)cc1 ?
SRC2 inh: -43; LMP1 NFkB inh: -18; TRAIL sens C8: 6; NR5A2 inv ag: -73; TLR9-MyD88 inh: 5; NOD2-RIPK2 inh: -9; TROY NFkB inh: -74; NCOA3 inh: -53; NR2F2 inh: -116; SRC1 inh: -50; TWEAK Fn14 block: -11

Results for CCOc1cccc(CN2CCC(N3CCC(C(=O)NCC4CCCO4)CC3)CC2)c1 (stereo not drawn) ?
SRC2 inh: -6; LMP1 NFkB inh: 7; TRAIL sens C8: -18; NR5A2 inv ag: 0; TLR9-MyD88 inh: 2; NOD2-RIPK2 inh: -6; TROY NFkB inh: 14; NCOA3 inh: 1; NR2F2 inh: 7; SRC1 inh: 15; TWEAK Fn14 block: -3

Assay outcomes: PubChem BioAssay, several laboratories

Some of the compounds tested; rates above refer to the full screens.
